# Screening results as filed in PubChem BioAssay.
# EP2 mod = EP2 receptor modulators, cAMP readout, primary screen, cell-based, HTRF cAMP, PGE2 stimulation. EP2-expressing cells, cAMP HTRF FRET, PGE2 co-stimulation. 0.83% of 260,000 active. induction, % at 25 µM. AID 940, 2007;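 active = compounds whose cAMP rise, as percent of the full-agonist control response, exceeds 60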;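 note: rat C6 glioma line stably carrying human EP2 under a CMV promoter; the protocol text gives 20 µM as final concentration; 100% = response of wells given 1 µM PGE2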
# m-calpain inh = inhibitors of pig calpain II, primary screen, biochemical, fluorogenic peptide substrate, 1536-well | purified calpain II, 30 min | inhibition, % at 16 µM | 0.37% of 220,000 active | AID 1236, 2008;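 active = inhibition above about 50%, limit read from the data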
# Hck Nef HTS = inhibitors of Nef-activated human Hck kinase, primary screen, biochemical, Z-Lyte FRET, 384-well, Hck-YEEI; Tyrosine-protein kinase HCK (Homo sapiens), P08631; Recombinant Hck-YEEI plus Nef, Z-Lyte FRET kinase assay; inhibition, % at 20 µM; 0.68% of 220,000 active; AID 463187, 2010;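 active = Hck-Nef kinase inhibition above about 50%, limit read from the data; inactive = inhibition below that limit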;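 note: 0% = DMSO with Hck plus Nef and 100% = Hck alone without Nef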
# Target sequence (P08631 whole entry, looked up): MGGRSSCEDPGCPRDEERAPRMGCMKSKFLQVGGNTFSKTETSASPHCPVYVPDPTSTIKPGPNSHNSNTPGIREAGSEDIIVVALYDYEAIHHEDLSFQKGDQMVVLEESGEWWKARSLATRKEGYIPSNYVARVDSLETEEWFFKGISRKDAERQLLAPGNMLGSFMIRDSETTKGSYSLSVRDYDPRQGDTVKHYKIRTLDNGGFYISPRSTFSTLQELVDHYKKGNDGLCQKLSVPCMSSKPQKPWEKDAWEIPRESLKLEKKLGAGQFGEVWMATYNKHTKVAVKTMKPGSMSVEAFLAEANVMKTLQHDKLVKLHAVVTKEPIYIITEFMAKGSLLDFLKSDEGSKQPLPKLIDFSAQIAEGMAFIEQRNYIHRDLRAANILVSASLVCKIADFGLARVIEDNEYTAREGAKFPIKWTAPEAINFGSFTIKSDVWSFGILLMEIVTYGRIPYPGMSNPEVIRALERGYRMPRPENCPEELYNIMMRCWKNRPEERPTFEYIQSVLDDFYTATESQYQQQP
# Tb hexokinase = Trypanosoma brucei hexokinase 1 inhibitors, primary screen, biochemical, G6PDH-coupled NADH absorbance, MLSCN library. AID 1430, 2008. 0.11% of 220,000 active. inhibition, % at 10 µM. recombinant TbHK1, G6PDH-coupled NADH A340;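 active = inhibition of 50% or more in the single-dose primary screen; inactive = inhibition below 50%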
# Rad51 HR inh = human RAD51 strand exchange inhibitors, primary screen, biochemical, fluorescence; DNA repair protein RAD51 homolog 1 (Homo sapiens), Q06609; hRad51 DNA strand exchange, fluorescence dequenching; inhibition, % at 10 µM; 0.085% of 200,000 active;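 active = inhibition above 40% at the single screening dose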;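 note: 0% = DMSO control wells and 100% = blanks with heterologous ssDNA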
# Target sequence (Q06609 whole entry, looked up): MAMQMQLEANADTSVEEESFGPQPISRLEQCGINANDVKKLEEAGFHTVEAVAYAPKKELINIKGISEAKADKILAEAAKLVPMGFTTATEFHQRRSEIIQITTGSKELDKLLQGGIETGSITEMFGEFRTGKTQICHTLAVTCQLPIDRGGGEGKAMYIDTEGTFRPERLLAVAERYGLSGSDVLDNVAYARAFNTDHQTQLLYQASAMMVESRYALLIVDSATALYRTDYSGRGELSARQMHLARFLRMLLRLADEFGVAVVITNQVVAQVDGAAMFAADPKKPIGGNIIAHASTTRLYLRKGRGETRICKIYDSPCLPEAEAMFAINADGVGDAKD
#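 Material: Human Rad51 nucleoprotein filaments preassembled on unlabelled ssDNA | Also added: Labelled 47-mer dsDNA for strand exchange | Dosing: Single dose, 10 µM final compound | Schedule: 30-min compound preincubation and 15-min exchange, both room temperature | Technique: Fluorescence dequenching at 485/520 nm | Measure: Percent inhibition relative to plate controls and blanks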
# 14-3-3 Bad PPI = inhibitors of 14-3-3 zeta/Bad binding, primary screen, biochemical, TR-FRET, bovine 14-3-3 zeta; inhibition, % at 21.7 µM; TR-FRET 14-3-3zeta/Dy647-pBad peptide displacement, 1 h; 0.71% of 220,000 active;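 active = inhibition above about 70%, limit read from the data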;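 note: 0% = full 14-3-3 plus peptide FRET controls and 100% = background without 14-3-3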
# Target sequence (P63103 whole entry, looked up): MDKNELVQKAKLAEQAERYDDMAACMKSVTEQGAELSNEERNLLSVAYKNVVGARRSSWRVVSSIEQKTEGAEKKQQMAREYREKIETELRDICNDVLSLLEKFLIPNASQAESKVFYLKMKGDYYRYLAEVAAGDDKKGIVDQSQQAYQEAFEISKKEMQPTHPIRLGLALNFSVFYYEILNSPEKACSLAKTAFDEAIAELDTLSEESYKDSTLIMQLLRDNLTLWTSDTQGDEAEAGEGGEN
# eIF4E-4G inh = eIF4E–eIF4G protein interaction inhibitors, primary screen, biochemical, uHTS, TR-FRET, eIF4GI fragment | AID 782, 2007 | 0.37% of 220,000 active | TR-FRET eIF4E-eIF4GI(517-606) binding, 2 h | inhibition, % at 21.7 µM;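 active = inhibition above about 30%, limit read from the data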;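 note: 0% = full FRET control wells and 100% = background wells lacking eIF4GI fragment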
# zVAD death inh = inhibitors of zVAD-triggered necroptosis, primary screen, L929 cells. viability rescue, % at 10 µM. L929 zVAD necroptosis rescue, ATP luminescence, 24 h; with zVAD 60 µM. 0.38% of 220,000 active;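 active = activation, scaled between plate controls, above about 75%, limit read from the data; inactive = activation under that limit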;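 note: 0% = zVAD with DMSO and 100% = DMSO alone without zVAD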
# PGE2 EP2 inh = human EP2 receptor antagonists, primary screen, TR-FRET cAMP, C6 glioma cells. 0.52% of 260,000 active. C6 glioma cells expressing human EP2; cells stimulated with saturating PGE2. inhibition, % at 25 µM. AID 1422, 2008. Prostaglandin E2 receptor EP2 subtype (Homo sapiens), P43116;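 active = percent inhibition above 40 after rounding to a whole number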;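 note: rat C6 glioma host cells with rolipram phosphodiesterase inhibitor present; the protocol text gives 20 µM as final concentration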
# * hit, by the source's call; i = inactive; · = no result given; & = joins results of further samples; [ ] = another dose, or the depositor's remark. These rows are one share of the data (hit frequency here may not be typical).
SMILES,EP2 mod,m-calpain inh,Hck Nef HTS,Tb hexokinase,Rad51 HR inh,14-3-3 Bad PPI,eIF4E-4G inh,zVAD death inh,PGE2 EP2 inh
O=S(=O)(c1cccc(NC(=S)N2CCN(c3ccccc3)CC2)c1)C(F)F,-9,3,4,8,6,12,-5,0.7,3
CCN1C(=O)/C(=C/c2ccc(OC)c(OC)c2)N=C1SCC(=O)NCc1ccco1,23,-27,17,-16,15,3[fluorescence artefact?],1[fluorescence artefact?],·,6
Fc1ccc(-n2nnc(-c3cccnc3)n2)cc1,-8,15,-23,4,10,-3,-1,-0.1,-1
O=C(c1ccc(C(F)(F)F)cc1)C1CCCN(C(=O)CCN2CCCO2)C1 (stereo not given),8,-85,22,0,2,26,2,1.8,8
Cc1cc(NC(=O)COC(=O)c2cc3c(s2)CCC(C)C3)no1 (stereo not given),0,-55,2,0,2,10,-4,0.6,8
COC(=O)C(CCSC)NC(=O)c1cccc([N+](=O)[O-])c1 (stereo not given),46,9,-1,-1,-9,-10,0,-0.2,1
COCC(=O)NC1CCCCCC1,8,-10,2,-10,14,7,4,-0.4,9
CCc1ccccc1N1C(=O)c2ccccc2S1(=O)=O,42,0,1,30,-10,-23,-4[fluorescence artefact?],-0.1,6
CCc1ccc(C(=O)/C=C/c2ccc([N+](=O)[O-])o2)cc1,-32,-45,0,-13,-27,-5[fluorescence artefact?],-2,-0.4,37
Cc1csc(SCC(=O)Nc2sccc2C(N)=O)n1,-52,32,12,-3,4,6,3,0.6,9
CCOc1ccc(N/C(=N/c2nc(C)cc(C)n2)NC(C)=O)cc1,-18,8,25,2,-46,-1,-4,-0.5,8
CC(Oc1ccccc1)C(=O)N/N=C/c1ccccn1 (stereo not given),-5,3,22,-4,28,-23,4,0.4,3
COCCOc1ccc(C(F)(F)F)cc1Nc1nc2ccccc2o1,6,-24,11,2,·,13,6,2.2,6
CCC(CC)C(=O)Nc1ccc([N+](=O)[O-])cn1,28,-17,3,-10,7,1,-1,1.7,8
CC(C)Oc1ccc(C(=O)Nc2ccccc2N2CCCC2)cc1,6,22,0,-7,-1,-2,2,0.3,11
CCCCn1c(N)c(N(Cc2ccccc2OC)C(=O)COc2ccccc2C#N)c(=O)[nH]c1=O,15,14,3,-10,5,2,2,0.7,12
CCOC(=O)N1CCN(C(=O)COc2cccc3c2CCN(CC)C3=O)CC1,3,-16,25,-2,0,-5,0,2.9,2
CCOc1cc(C(=O)N2CCN(c3ccc(C(C)=O)cc3)CC2)cc(OCC)c1OCC,7,-6,10,-35,-9,6,-1[fluorescence artefact?],-1.0,5
CC(C)[C@H](NC(=O)NC1CCCC1)C(=O)O,29,-8,0,-7,-3,3,2[fluorescence artefact?],0.2,14
COc1ccccc1-n1c(SCC(=O)N2CCCC2)nnc1-c1ccccc1,18,-12,28,-3,-1,6,5,-0.2,1
COc1cccc(/C=N/n2cncn2)c1OCC#N,-20,-189,-8,-2,2,0,-7,0.3,8
O=C(COC(=O)CCOc1ccccc1)Nc1ccc(Cl)cn1,8,-32,0,1,6,-1,-12,0.1,6
Cc1nnn(C23CC4CC(CC(C(=O)NN)(C4)C2)C3)n1,7,26,3,-5,·,-5,3,0.2,11
Cc1nnc(SCC(=O)N2CCC(C(N)=O)CC2)s1,38,-5,4,3,-4,8,0,0.2,15
Cc1ccc(N(C(=O)c2csnn2)C(C(=O)NC(C)(C)C)c2ccncc2)cc1 (stereo not given),1&9,12,-1,-1,-3,-9,3,0.1,0&8
# Remaining list, next part.
SMILES,EP2 mod,m-calpain inh,Hck Nef HTS,Tb hexokinase,Rad51 HR inh,14-3-3 Bad PPI,eIF4E-4G inh,zVAD death inh,PGE2 EP2 inh
COc1ccc(C(=O)N/N=C/c2ccc(OC)c(CN3CCN(c4ccc(F)cc4)CC3)c2)cc1,-75,-4,3,-3,-60,6,-2,0.7,9
CCc1ccc(/C=N/NC(=O)c2c[nH]c3ccccc23)s1,-24,32,5,-45,7,9[fluorescence artefact?],2,31,4
CCOC(=O)C(=CNc1cc(Cl)c(-c2ccco2)c(Cl)c1)C(=O)OCC,23,11,3,-34,15,7,6,-0.5,10
CN(C)Cc1c(-c2ccc(Cl)cc2)nc2ccc(Cl)cn12,34,12,21,-8,-14,-5,-1,0.1,3
CCOc1ccc(N(CC(=O)NC2CCCCCC2)S(=O)(=O)c2c(C)noc2C)cc1,24,5,0,-4,-1,1[fluorescence artefact?],1[fluorescence artefact?],-0.1,17
NC(=O)N(CCC(=O)O)c1ccccc1,27,3,4,17,·,-5,-3,-0.1,6
Cc1ccccc1-c1cccc([C@@H]2C[C@H]3CN(Cc4cccnc4)C(=O)[C@]34CCCN24)c1,5,-23,2,-11,·,-6,-5,-0.3,3
COc1cccc(-c2nn(-c3ccccc3)cc2CN2CCCO2)c1,-9,10,29,-10,-24,-10,-3,1.0,5
N#Cc1nc(-c2ccc(F)cc2)oc1NCCCn1ccnc1,-28,-364,1,-7,-16,-11,-3,-0.5,4
CCc1ccc(Nc2nnc(SCC(=O)Nc3cccnc3Cl)s2)cc1,1,-8,3,-7,-8,-3,0,5.9,12
Cc1ccc2nc(Cl)c(C3CC(c4cccs4)=NN3C(=O)CCC(=O)O)cc2c1 (stereo not given),5,-8,1,-8,-10,19,2,-0.5,10
CNC(=O)C1C2C=CC3(O2)C1C(=O)N(CCOC)C3C(=O)NCc1ccc(OC)cc1 (stereo not given),10,1,1,1,1,-3,-2,1.8,11
O=C(CNC(=S)NC(=O)c1ccc(Cl)cc1)c1ccccc1,2,13,6,26,1,0,-7,0.1,5
Cc1csc(=Nc2ccccc2)n1C,6,-16,24,-10,5,1,0,0.1,4
CC(/C=N\NC(=O)c1ccc(C)nc1)=C\c1ccccc1,-46,-4,-4,-19,·,-8[fluorescence artefact?],-5,·,11
c1csc(C2=Nn3c(nnc3-c3ccncc3)SC2)c1,19,2,2,-15,-1,50,8,1.2,17
CCCc1n(CC(O)COC2CCCCC2)c2ccccc2[n+]1C (stereo not given),3,-16,18,0,1,8,7,4.1,4
CC(C)(C)C(=O)N1CCC(O)(CS(=O)(=O)Cc2ccccc2)CC1,2,-3,20,-1,17,-9,-1,3.1,7
CCCCSc1nnc(-c2cc3c(C(F)(F)F)nn(C)c3s2)n1C,9,26,2,-1,-3,-3,2,0.8,18
CN=C(C)c1c(O)c2ccccc2oc1=O,-18,-13,2,-12,-2,4,3[fluorescence artefact?],-0.3,1
CC(C)(C)n1cnc(C(N)=O)c1N,19,4,3,-3,16,1,5,·,8
CCCCOC(=O)c1ccc(NC(=S)NC(=O)c2c(Cl)cnn2C)cc1,28,-12,1,-7,-2,-10,-6,0.0,18
COc1cccc(N2CCN(C(=O)c3ccc(CSc4nc5ccncc5[nH]4)cc3)CC2)c1,-37,0,-9,-4,·,69,11[fluorescence artefact?],·,3
CCCN(c1ccc(OCC)cc1)S(=O)(=O)c1ccc2c(c1)CCN2C(=O)CCC(=O)O,10,-15,1,-15,-10,5,-3,6.3,6
O=c1c(OC2OC(CO)C(O)C(O)C2OC2OC(CO)C(O)C(O)C2O)c(-c2ccc(O)cc2)oc2cc(O)cc(O)c12 (stereo not given),22,5,29,-35,5,12,-10,-0.4,14

# In another format: entries from further up
Molecule | EP2 mod | m-calpain inh | Hck Nef HTS | Tb hexokinase | Rad51 HR inh | 14-3-3 Bad PPI | eIF4E-4G inh | zVAD death inh | PGE2 EP2 inh
N#Cc1nc(-c2ccc(F)cc2)oc1NCCCn1ccnc1 | -28 | -364 | 1 | -7 | -16 | -11 | -3 | -0.5 | 4
CCc1ccc(Nc2nnc(SCC(=O)Nc3cccnc3Cl)s2)cc1 | 1 | -8 | 3 | -7 | -8 | -3 | 0 | 5.9 | 12
Cc1ccc2nc(Cl)c(C3CC(c4cccs4)=NN3C(=O)CCC(=O)O)cc2c1 (stereo not given) | 5 | -8 | 1 | -8 | -10 | 19 | 2 | -0.5 | 10
CNC(=O)C1C2C=CC3(O2)C1C(=O)N(CCOC)C3C(=O)NCc1ccc(OC)cc1 (stereo not given) | 10 | 1 | 1 | 1 | 1 | -3 | -2 | 1.8 | 11

# Additional results follow.
SMILES,EP2 mod,m-calpain inh,Hck Nef HTS,Tb hexokinase,Rad51 HR inh,14-3-3 Bad PPI,eIF4E-4G inh,zVAD death inh,PGE2 EP2 inh
CCOC(=O)c1[nH]c2ccccc2c1NC(=O)C1CCCCC1,-36,-18,14,3,4,8,2,-0.1,14
NS(=O)(=O)c1ccc(CNS(=O)(=O)c2cc(C(=O)O)ccc2Cl)cc1,2,-6,63*,4,5,2,4,1.2,5
O=C(NCC1CCCO1)C1CCN(C(=O)c2ccc(Cl)cc2)CC1 (stereo not given),1,-23,7,-2,2,1,4,-0.2,6
O=C(NCCc1ccc(Cl)cc1)c1cnccn1,-16,8,6,7,·,-5,1,-0.5,2
COc1cc(C(=O)N2CCN(c3ncnc4sc(C)c(C)c34)CC2)cc(OC)c1OC,-21&-40,-29,1,-17,-2,-8[fluorescence artefact?],-13[fluorescence artefact?],-0.1,4&8
Cc1cc(-c2n[nH]c(=S)n2/N=C/c2ccc(C)s2)n[nH]1,16,-2,6,-12,5,-9,2,1.2,4
Nc1nc(CSc2ncn(-c3ccccc3)n2)cs1,-4,-27,-1,-2,3,0,5[fluorescence artefact?],0.3,4
O=C(CN1CCC(C(=O)c2ccc(F)cc2)CC1)Nc1ccc(F)cc1,-45,2,10,4,1,-2,1,0.6,14
CCC(C)C(NC(=O)C1CCC(C)CC1)C(=O)NCc1ccccn1 (stereo not given),-4,-12,1,3,1,-1,-2,0.4,7
Cc1cc(C)c2c(CC(=O)N(CCC#N)Cc3cccnc3)coc2c1,-10,-16,0,-2,·,-10,-4,0.1,·
CC(NC(=O)c1ccccc1)C(=O)NC1=NCCS1 (stereo not given),-5,0,-1,-2,-13,-3,-6,0.0,6
O=C(OCCNC(=O)c1ccc2ccccc2n1)c1ccc(F)cc1,-30,-4,1,-2,-5,1,2,0.0,7
CC(=O)Oc1ccc(-c2cccc(C(=O)N(C)c3ccc(O)cc3)c2)cc1,-35,-19,-5,-6,1,-11,-5,8.6,14
O=C(CCCSc1nnnn1-c1cccc2ccccc12)c1ccc(F)cc1,-6,23,-2,15,2,1[fluorescence artefact?],4,0.0,5
Cc1c(Cc2ccccc2)sc(/N=C/c2c(O)ccc3ccccc23)c1C(N)=O,3,-12,9,13,-64,29,2,2.4,4
CC(=O)c1c(O)cc(O)c(C(C)=O)c1O,-7,-6,19,-23,0,0,-20,1.1,23
CCOc1ccc2nc(NCCO)[nH]c2c1,-9,8,0,-7,6,-10,1,-0.3,7
COCCn1c(=NC(=O)C(C)(C)C)sc2cc([N+](=O)[O-])ccc21,4,-9,4,-10,·,4,2[fluorescence artefact?],0.1,1
CCc1ccc2nc3nc(C)cc(C)c3c(N)c2c1,-30,i,21,-8,-5,-8,1,0.6,22
N=C1/C(=C\c2ccc(-c3ccc(C(=O)O)cc3)o2)C(=O)N=C2SC=C(c3ccccc3)N12,-62,-25,103*,-11,-40,80*,65*,1.6,9
Cc1ccc(NC(=O)CNS(=O)(=O)c2ccc(F)cc2)cc1C,-23,2,21,-5,2,-12,4,3.9,6
CC(C)CCN1NC2(CCC(C)CC2)NC1=S (stereo not given),-9,2,7,9,8,1,1,0.5,4
